High-throughput results from PubChem BioAssay.
GLD-1 TGE inh: GLD-1-TGE RNA interaction inhibition (C. elegans) | Q17339 | purified GLD-1 + fluorescein TGE RNA, fluorescence polarization | inhibition, % at 5.96 µM | 320,000 compounds, 0.44% hits;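 active = percent inhibition above a per-plate cutoff, the plate mean of test compounds plus 3 SD, cut at about 30% in these data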;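 note: 0% = DMSO wells with GLD-1 and probe and 100% = wells lacking GLD-1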
Efflux pump mplx: blocks antifungal efflux pumps in multiplex yeast assay | S. cerevisiae Candida pump triplex, Nile Red efflux | inhibition, % at 10 µM | 330,000 compounds, 0.44% hits;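 active = plate passing quality check with inhibition over a set limit, or well fluorescence over plate mean plus 4 SD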;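 note: Nile Red retained in pooled yeast measured as flow cytometry median fluorescence; 0% = buffer negative control and 100% = Enniatin B positive control; higher means more Nile Red kept so more efflux inhibition; some compounds called inactive have numbers as strong as hits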
PME-1 primary: blocks human protein phosphatase methylesterase 1; Q9Y570; recombinant PME-1, FP-Rh probe fluorescence polarization; inhibition, % at 5.9 µM; 320,000 compounds, 0.53% hits;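 active = inhibition above the campaign mean of all compounds plus 3 SD, cut at about 26% in these data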;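 note: competitive labeling of PME-1 active site by serine hydrolase directed probe; 0% = PME-1 with DMSO and 100% = wells lacking PME-1 enzyme; inhibitors block probe labeling so polarization falls and inhibition rises; many of its hits are not listed in these tables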
Target sequence (Q9Y570 whole entry, looked up): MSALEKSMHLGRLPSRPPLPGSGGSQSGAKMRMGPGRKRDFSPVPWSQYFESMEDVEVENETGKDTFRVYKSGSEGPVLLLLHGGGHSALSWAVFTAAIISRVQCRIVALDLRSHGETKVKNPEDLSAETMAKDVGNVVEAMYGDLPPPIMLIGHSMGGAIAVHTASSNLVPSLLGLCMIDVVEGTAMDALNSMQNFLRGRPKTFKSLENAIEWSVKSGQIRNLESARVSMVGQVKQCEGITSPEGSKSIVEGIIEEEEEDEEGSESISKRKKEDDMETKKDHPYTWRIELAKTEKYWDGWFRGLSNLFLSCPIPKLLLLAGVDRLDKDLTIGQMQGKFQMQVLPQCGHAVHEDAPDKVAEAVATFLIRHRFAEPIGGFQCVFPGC
BCLXL inh: blocks human Bcl-xL binding to Bim BH3 peptide | Q07817 | GST-Bcl-xL / FITC-Bim BH3 peptide fluorescence polarization | inhibition, % at 10.9 µM | 320,000 compounds, 0.7% hits | AID 2129;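 active = inhibition above the mean of all tested compounds plus 3 SD, cutoff set per campaign, cut at about 30% in these data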;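 note: 0% = DMSO wells and 100% = unlabeled Bim-BH3 peptide competitor; inhibitors lower millipolarization by displacing the labeled peptide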
Fam108B counter: blocks mouse Fam108B hydrolase in RBBP9 counter-screen. recombinant Fam108B, FP-Rh probe fluorescence polarization. inhibition, % at 9.51 µM. 300,000 compounds, 0.33% hits. AID 1947;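 active = inhibition above the screen mean inhibition plus 3 SD, computed separately per campaign, cut at about 18% in these data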;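 note: inhibitors lower polarization as less probe binds the enzyme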
MEX-5 binding: C. elegans MEX-5 TCR-2 RNA binding activity. Q9XUB2. 300,000 compounds, 0.38% hits. activity score (negative = inhibition of binding), % at 10 µM. MEX-5/FITC-TCR2 RNA binding, fluorescence polarization; stronger effect = lower value;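 active = inhibition past about -25% in most replicates, and total fluorescence under double the plate's negative control median, limit read from the data; inconclusive = replicates evenly split on the limit, or fluorescence at least double controls; inactive = too little inhibition in most replicates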;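 note: 0% = DMSO and -100% = 5 µM competing unlabeled TCR2 RNA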
Target sequence (Q9XUB2 whole entry, looked up): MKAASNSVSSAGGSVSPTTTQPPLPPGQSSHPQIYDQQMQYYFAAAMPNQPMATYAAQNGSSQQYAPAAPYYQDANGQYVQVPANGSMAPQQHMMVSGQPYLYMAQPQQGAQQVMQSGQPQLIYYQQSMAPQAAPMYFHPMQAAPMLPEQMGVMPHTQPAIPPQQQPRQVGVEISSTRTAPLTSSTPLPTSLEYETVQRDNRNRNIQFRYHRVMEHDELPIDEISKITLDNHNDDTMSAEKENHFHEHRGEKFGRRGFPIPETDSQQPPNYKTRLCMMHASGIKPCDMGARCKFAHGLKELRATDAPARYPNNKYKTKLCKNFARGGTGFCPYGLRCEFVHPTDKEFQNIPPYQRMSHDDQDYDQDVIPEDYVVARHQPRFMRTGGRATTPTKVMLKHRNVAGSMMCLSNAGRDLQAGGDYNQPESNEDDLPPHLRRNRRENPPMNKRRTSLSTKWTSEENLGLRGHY
VLA-4 inh: inhibition in a human VLA-4 binding assay; P13612; VLA-4 expressing cells, ligand binding flow cytometry; inhibition, % (about 7 µM as worked out from the volumes in the protocol); 330,000 compounds, 0.2% hits; in the data active = inhibition above about 50%
GRK2 aptamer HTS: inhibitors of human GRK2 displacing RNA aptamer; inhibition of aptamer binding, % at 10 µM; 330,000 compounds, 0.59% hits; bead flow cytometry, FAM-aptamer displacement from GRK2;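 active = inhibition of aptamer binding above 40%, roughly 3 SD of noise, on plates passing a quality check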;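 note: median bead fluorescence of bound FAM aptamer so fluorescent compounds give negative values; no value below 0 was filed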
MCL1-BIM inh: inhibitors of human MCL1 binding to BIM-BH3 peptide. Q07820. inhibition, % at 10.9 µM. GST-MCL1 / FITC-Bim-BH3 fluorescence polarization. 320,000 compounds, 0.68% hits;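 active = inhibition above the mean inhibition of all tested compounds plus 3 SD, set per campaign, cut at about 40% in these data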;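 note: 0% = DMSO wells and 100% = unlabeled Bim-BH3 peptide control; higher means more loss of mP so more displacement of Bim peptide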
Starred values were filed as active, the others as inactive; ? = inconclusive; . = not tested or not shown; + = active, no number. Some of the compounds tested; the hit share may differ from the screen's.

SMILES | GLD-1 TGE inh | Efflux pump mplx | PME-1 primary | BCLXL inh | Fam108B counter | MEX-5 binding | VLA-4 inh | GRK2 aptamer HTS | MCL1-BIM inh
CC1CC(C)CN(S(=O)(=O)c2ccc3c(c2)n(C)c(=O)c(=O)n3C)C1 (stereo not given) | -1 | 0.0 | 0 | 4 | 2 | -0.4 | 17 | 0 | 1
O=C(Cc1ccc(S(=O)(=O)N2CCCCC2)cc1)NCc1ccc(Cl)cc1 | 4 | 0.0 | 3 | 3 | . | . | 16 | 0 | 2
COc1ccc(C(=O)NC(=S)Nc2nnn(C)n2)cc1 | 9 | -0.2 | -3 | 8 | 4 | 0.2 | -1 | 0 | 15
CCCCS(=O)(=O)N1CCCC(C(=O)Nc2ccc(Cl)cn2)C1 (stereo not given) | 3 | -0.1 | -4 | 0 | 0 | -3.3 | 13 | 2 | 7
CN(C)S(=O)(=O)c1ccc(NC(=O)c2ccc(Br)o2)cc1 | -1 | -0.4 | 5 | 4 | 4 | 0.4 | 1 | 0 | 7
COC(=O)c1ccc(NC(=O)CCN2CCN(CCC(=O)Nc3ccc(C(=O)OC)cc3)CC2)cc1 | -1 | -0.1 | -5 | 9 | 3 | -1.8 | 19 | 1 | 10
COC(=O)C1=C(C)NC(=O)NC1c1ccc(OCC(=O)N2CCCCC2)cc1 (stereo not given) | -2 | 0.1 | 2 | 10 | 2 | 0.4 | -9 | 0 | 3
CC(C)Cc1cc(C(=O)NCCc2ccccc2)no1 | 2 | 0.1 | -2 | 3 | 1 | -0.8 | 7 | 0 | 0
N#CC1=C(N)n2c(s/c(=C\c3ccco3)c2=O)=C(C#N)C1c1ccco1 (stereo not given) | 7 | 0.0 | -11 | 44* | 9 | -12 | -11 | 26 | 55*
Nc1[nH]c(=O)[nH]c(=O)c1N=Nc1ccccc1Cl | 0 | 0.1 | 2 | -2 | 5 | -3.3 | -2 | 2 | 3
Cc1cc(C)nc(NC(=O)c2cccc(Br)c2)n1 | 6 | 0.0 | -1 | 4 | -2 | 1.0 | -1 | 1 | 15
CCOC(=O)Cc1csc(SCC(=O)NC(C)C23CC4CC(CC(C4)C2)C3)n1 (stereo not given) | -5 | -0.6 | 4 | 6 | 1 | 1.1 | 11 | 0 | 10
Cc1ccccc1N1CCN(CCCN2C(=O)C3CCCCN3C2=O)CC1 (stereo not given) | 5 | 0.0 | -2 | 3 | -4 | 0.3 | 9 | 2 | 3
Cc1nc(C(=O)N(C)C)nn1-c1cc(Cl)cc(Cl)c1 | -6 | 0.0 | -9 | 3 | -3 | 1.6 | 20 | 1 | 11
CCOC(=O)c1cc2n(c1/N=C/N(C)C)-c1ccccc1C2=O | 169* | 0.0 | 5 | 192* | 2 | ? | 18 | 8 | +
O=C(c1ccco1)N1CCN(Cc2nnnn2CCc2ccccc2)CC1 | -2 | -0.1 | 3 | 2 | 3 | 3.7 | 4 | 2 | 3
O=[N+]([O-])c1ccc(S(=O)(=O)N(CCCN2CCOCC2)Cc2cccs2)cc1 | 4 | -0.2 | 3 | 5 | 1 | 1.1 | 0 | 3 | -5
O=C(N/N=C/c1cccnc1)c1ccc(F)cc1 | 0 | -0.3 | -1 | 1 | 2 | -0.3 | -5 | 0 | 2
N#CC(NC(=O)OCc1ccccc1)c1ccccc1 (stereo not given) | 3 | -0.2 | -1 | 3 | -2 | 1.0 | 29 | 0 | 5
CCC(C)N(C(=O)CN1C(=O)NC2(CCc3ccccc32)C1=O)C1CCS(=O)(=O)C1 (stereo not given) | 6 | -0.1 | 2 | -1 | . | . | 6 | 2 | -11
COC(=O)C1=CN(C2CC2)C=C(C(=O)OC)C1c1ccc(C(F)(F)F)cc1 | 3 | 0.0 | 1 | 4 | 4 | 0.4 | -2 | 0 | 3
O=C(O)C1CCC(c2ccc(-c3ccccc3)cc2)CC1 (stereo not given) | 6 | 0.0 | -5 | -1 | -2 | 1.4 | 7 | 0 | 1
CCCC/C=C/C(NC(=O)c1ccc(C(=O)OC)cc1)c1ccccc1 (stereo not given) | 8 | 0.0 | -6 | 3 | -8 | -1.2 | -6 | 1 | -8
Cc1cc(C)c(C)c(S(=O)(=O)N2CCN(C(=O)c3ccco3)CC2)c1C | 5 | 0.4 | -3 | 3 | -2 | -0.2 | 3 | 0 | -6
COc1ccccc1CCC(=O)OCc1csc(CC(=O)Nc2ccccc2C)n1 | 0 | -0.3 | 2 | 0 | -4 | -27* | 1 | 0 | -8
CCN(CC)S(=O)(=O)c1ccc(NC(=O)C2CCCO2)cc1 (stereo not given) | 3 | 0.0 | 1 | 3 | 4 | 1.5 | 11 | 0 | 2
CC(=O)Nc1cccc(C(=O)/C=C/c2ccc(C)cc2)c1 | 8 | -0.3 | 2 | 0 | -1 | 2.6 | 13 | 0 | -10
CC1CN(C(=O)c2cc3c(s2)CCC3)CC(C)O1 (stereo not given) | 0 | -0.1 | -1 | 2 | 3 | -1.5 | 19 | 0 | -1
Cc1ccc(NC(=O)CSc2nc(N)cc(N)n2)cc1S(=O)(=O)N1CCOCC1 | -7 | 0.0 | 2 | 0 | -4 | -1.6 | 6 | 7 | 1
CCCCn1c(N)c(N(CCC(C)C)C(=O)c2ccc(-c3ccc([N+](=O)[O-])cc3)o2)c(=O)[nH]c1=O | -5 | 0.2 | -13 | -3 | . | . | -12 | 1 | -18
CC12CCC(=O)N1C(C(=O)Nc1nc3ccc(Cl)cc3s1)CS2 (stereo not given) | 1 | -0.2 | -3 | -2 | 2 | -0.2 | 13 | 0 | 1
CSCCC(NC(=O)c1ccccc1)C(=O)NNC(=O)c1ccccc1 (stereo not given) | 5 | 0.4 | . | . | . | . | -1 | 0 | .
N#Cc1c(NC(=O)C2CC=CCC2C(=O)O)sc2c1CCCCCC2 (stereo not given) | 3 | 0.2 | 6 | 1 | -1 | 0.9 | 6 | 73* | -3
COc1ccc(C(=O)Nc2cccc(/C(C)=N/NC(=O)c3ccc([N+](=O)[O-])cc3)c2)cc1OC | 4 | 0.1 | -1 | 3 | -4 | 1.0 | -11 | 0 | 0
CC(C)CC(NC(=O)C1CCCCC1)C(=O)NCc1ccccn1 (stereo not given) | 9 | -0.1 | 0 | -2 | 5 | . | 6 | 0 | 4
Cn1nc(C(=O)NCc2ccc(F)cc2)c2ccccc2c1=O | 8 | -0.2 | -5 | 3 | -1 | -1.1 | 0 | 0 | -3
Cn1cc(/C=C(\NC(=O)c2ccccc2Cl)C(=O)NCCN2CCOCC2)c2ccccc21 | -9 | -0.1 | 2 | -1 | 4 | -1.4 | -4 | 0 | 4
CCc1nc2ccccc2nc1N1CCN(S(=O)(=O)c2c(C)cc(Cl)cc2C)CC1 | -3 | -0.1 | -1 | 5 | -2 | 2.8 | -6 | 1 | 4
O=C(C[C@@H]1C/C=C\C[C@H](Cc2ccc(F)cc2)C(=O)OC[C@@H](Cc2c[nH]c3ccccc23)NC1=O)NCCO | -1 | -0.4 | . | . | . | . | 11 | 8 | .
Cc1cc(C)nc(N2CCCC(C(=O)NC3CC3)C2)n1 (stereo not given) | 1 | -0.1 | -3 | 4 | 2 | -0.9 | -19 | 0 | 7
Cc1nc(-c2ccccc2)sc1-c1nc(-c2ccncc2)ncc1S(=O)(=O)c1ccccc1 | 1 | 0.0 | -4 | 8 | -2 | 1.6 | -1 | 1 | 6
CCC(=O)Nc1ccc(S(=O)(=O)N2CCC(c3nc4ccccc4[nH]3)CC2)cc1 | 1 | 0.0 | 6 | 5 | -2 | 0.0 | 6 | 0 | -2
COc1nnc(-c2ccc(C)c(S(=O)(=O)NC(C)(C)CO)c2)c2ccccc12 | -6 | 0.0 | 4 | 6 | 5 | -0.1 | 20 | 2 | 0
CCCn1nnc(NC(=O)COc2ccc(CC)cc2)n1 | 0 | 0.0 | -3 | 5 | 8 | 1.4 | -10 | 2 | 6
O=C(C1CCCN1S(=O)(=O)c1cccc2nsnc12)N1CCN(c2ccc(F)cc2)CC1 (stereo not given) | 6 | -0.1 | -4 | -4 | 2 | 1.6 | -15 | 0 | 5
CC(COc1ccc(/C=C/c2ccccc2)cc1)[N+](C)(C)C (stereo not given) | 4 | 0.1 | 1 | 5 | 5 | . | -78 | 0 | -4
COc1ccc(CC(=O)N2N=C(C)CC2(O)C(F)(F)F)cc1OC (stereo not given) | 6 | 0.1 | 2 | 4 | 3 | . | -5 | 1 | 10
Cn1cc(S(=O)(=O)N2CCc3ccccc32)cc1C(=O)Nc1ccc(Cl)cc1 | 1 | 0.0 | -65 | 2 | -41 | 0.0 | 14 | 1 | 0
Cc1ccc(C(=O)N/C(=C\c2cccc([N+](=O)[O-])c2)C(=O)NC(Cc2ccccc2)C(=O)O)cc1 (stereo not given) | 0 | 0.3 | -3 | 2 | -1 | -2.1 | -4 | 3 | -2
CCOC(=O)c1c(NC(=O)c2ccccc2)sc2c(O)c(CN(CC)CC)ccc12 | 1 | 0.0 | 4 | 8 | 12 | -1.7 | -14 | 7 | 4
S=C(NCc1ccccc1)N/N=C/c1cccs1 | -7 | -0.2 | 6 | 1 | 6 | -0.4 | -1 | 0 | 4
CCCCn1c(N)c(N(CC(C)C)C(=O)Cc2ccc3c(c2)OCCO3)c(=O)[nH]c1=O | -1 | 0.0 | -6 | -8 | -2 | -2.0 | 22 | 2 | -14
COc1ccc(-c2nnn(CC(=O)N(CCN3CCOCC3)C(C(=O)NC3CCCCC3)c3ccco3)n2)cc1 (stereo not given) | 3 | 0.2 | -1 | 2 | 3 | 1.0 | 2 | 0 | 6
COc1cccc(OC)c1C(=O)Nc1nc(COc2ccccc2)cs1 | -2 | 0.0 | -24 | 2 | -17 | 1.3 | 3 | 0 | 7
CCCCN(c1ccc(C(=O)OC)cc1)S(=O)(=O)c1ccccc1 | 9 | -0.2 | 0 | 0 | 1 | -0.7 | 16 | 2 | -4
CS(=O)(=O)c1ccccc1C(=O)Nc1ccccc1Cc1ccccc1 | 0 | -0.1 | 2 | -1 | -2 | -4.2 | 1 | 1 | -3
CC(C)(C)OC(=O)NCCCC(CCCNC(=O)OC(C)(C)C)C(=O)O | -4 | 0.0 | 4 | -13 | 4 | -0.2 | 8 | 2 | -9
Nc1nonc1N/N=C\c1ccccc1 | 3 | -0.1 | 2 | 1 | 0 | 0.8 | -1 | 0 | 1
COc1ccc(C(=O)NNC(=O)CSc2nnc3ccccn23)cc1OC | -1 | -0.2 | . | . | . | . | 6 | 1 | .
O=C(CSc1nc(Cc2ccccc2)nc2ccccc12)Nc1nc2c(s1)CCCC2 | -2 | 0.1 | -23 | -3 | -15 | 5.1 | 0 | 0 | 3
Nc1c(NC=O)c(=O)n(Cc2ccccc2)c(=O)n1Cc1ccccc1 | 2 | -0.1 | -7 | 6 | 1 | 0.0 | 3 | 0 | 2
CCOc1ccc(C(C)=O)cc1COc1ccc(-c2nnco2)cc1 | 2 | 1.2 | 0 | 2 | -2 | -2.2 | 11 | 0 | -7
